ERp5 inh – inhibitors of ERp5-driven insulin aggregation, primary screen, biochemical, turbidity, absorbance 650 nm, single point | inhibition, % at 9.99 µM | 90 min | 350,000 compounds, 0.05% hits;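 active = mean replicate inhibition above about 25%, with every replicate also reaching it, limit read from the data, passing the limit was not always enough; inconclusive = only one of those two criteria met; inactive = neither criterion met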
CFTR F508del cor – F508del CFTR correction, initial screen, CFBE line, single point | CFBE cells, YFP halide quenching; stimulated with forskolin plus potentiator P3; % fluorescence drop versus neutral controls | activity (quench increase), % at 7.58 µM | 350,000 compounds, 0.36% hits | AID 720511, 2013;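 active = mean added fluorescence quench of at least 8% versus neutral control, with both replicates also reaching 8%; inconclusive = only one of the mean or replicate conditions met; inactive = mean below 8% and not both replicates reaching 8%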;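 also: cells transiently co-express mutant CFTR-F508del with the halide-sensitive YFP; corrector assay measuring rescue of mutant channel to the surface after 24 h compound exposure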
miR122 inh – miR-122 Renilla sensor signal increase in Huh7, primary screen, miR-122 inhibitor project, cell-based, single point, plate reader; Huh7 miR-122 Renilla luciferase sensor, 48 h; neutral wells = 0, positive control = 100; activation (reporter increase), % at 12.5 µM; 340,000 compounds, 0.3% hits; AID 602342, 2012;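 active = mean replicate activation score at least 90 and every replicate individually at or above 90; inconclusive = only one of the two criteria met; inactive = neither criterion met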;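 also: higher luciferase means less miR-122 activity so hits act as miR-122 inhibitors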
DENV2 CPE – inhibitors of DENV2 cytopathic effect, primary screen, cell-based, plate reader, single concentration | DENV2-infected cells, cytopathic effect rescue | CPE inhibition, % at 9.99 µM | 350,000 compounds, 1.7% hits; in the data active = CPE inhibition above about 20%, passing the limit was not always enough; inconclusive = no clear call, values can overlap the other calls; tested in BHK-21 cells;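 also: 0% = median of neutral control wells and 100% = median of positive control wells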
CASP6 VEID inh – human caspase-6 inhibitors, primary screen, biochemical, VEID-R110 fluorescence, single point, set 2; purified caspase-6, Z-VEID-R110 cleavage fluorescence; 350,000 compounds, 0.53% hits; AID 686996, 2013; P55212; inhibition, % at 12.5 µM;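 active = mean inhibition across replicates at least about 35%, with every replicate also reaching that limit, limit read from the data; inconclusive = only one of the two criteria met; inactive = neither criterion met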;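 also: 0% = median of neutral control wells and 100% = no fluorescence left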
ERAP1 HTS inh – human ERAP1 aminopeptidase inhibitors, primary screen, biochemical, single point, plate reader | Endoplasmic reticulum aminopeptidase 1 (Homo sapiens), Q9NZ08 | recombinant ERAP1, Leu-AMC fluorescence, 60 min | inhibition, % at 10.7 µM | 340,000 compounds, 0.15% hits;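 active = mean replicate inhibition of at least 30%, or all replicates individually reaching that 30% level; inactive = mean below 30% and not every replicate reaching it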;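 also: 0% = neutral control wells and 100% = L-leucinethiol positive control wells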
Target sequence (Q9NZ08 whole entry, looked up): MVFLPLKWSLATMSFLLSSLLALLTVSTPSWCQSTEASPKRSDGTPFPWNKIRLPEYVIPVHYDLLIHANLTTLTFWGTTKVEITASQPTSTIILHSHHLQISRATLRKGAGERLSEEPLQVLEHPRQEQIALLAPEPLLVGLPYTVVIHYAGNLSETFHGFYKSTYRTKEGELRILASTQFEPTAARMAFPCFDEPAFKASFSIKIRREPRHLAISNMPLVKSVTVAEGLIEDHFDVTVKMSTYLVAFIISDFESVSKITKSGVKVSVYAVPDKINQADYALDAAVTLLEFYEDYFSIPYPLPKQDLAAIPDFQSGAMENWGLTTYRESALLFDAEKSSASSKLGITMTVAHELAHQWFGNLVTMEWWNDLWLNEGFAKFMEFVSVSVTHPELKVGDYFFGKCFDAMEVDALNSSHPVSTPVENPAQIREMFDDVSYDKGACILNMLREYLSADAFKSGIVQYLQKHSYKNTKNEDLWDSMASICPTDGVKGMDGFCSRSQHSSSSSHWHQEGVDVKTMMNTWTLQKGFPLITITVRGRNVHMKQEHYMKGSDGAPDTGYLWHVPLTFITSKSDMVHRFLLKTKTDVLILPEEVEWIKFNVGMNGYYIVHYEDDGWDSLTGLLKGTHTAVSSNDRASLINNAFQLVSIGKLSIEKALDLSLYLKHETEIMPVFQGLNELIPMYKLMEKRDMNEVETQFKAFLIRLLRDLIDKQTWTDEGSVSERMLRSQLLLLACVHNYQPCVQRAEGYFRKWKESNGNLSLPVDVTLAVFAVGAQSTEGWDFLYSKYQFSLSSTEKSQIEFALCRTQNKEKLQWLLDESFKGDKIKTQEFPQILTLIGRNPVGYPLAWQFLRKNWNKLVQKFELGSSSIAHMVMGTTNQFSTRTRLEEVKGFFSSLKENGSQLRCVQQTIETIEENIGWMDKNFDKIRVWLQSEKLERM
SIRT5 inh – SIRT5 desuccinylase inhibitors, primary screen, biochemical, fluorescence imaging, single point, set 5 | NAD-dependent protein deacylase sirtuin-5, mitochondrial (Homo sapiens), Q9NXA8 | Purified SirT5, succinyl-peptide AMC, trypsin-coupled fluorescence | inhibition, % at 15 µM | 330,000 compounds, 1.1% hits | AID 652115, 2013; in the data active = inhibition above about 15%; inconclusive = no clear call, values can overlap the other calls
* = called active by the depositor; ? = inconclusive; · = no result given; [ ] = another dose, or the depositor's remark.

1: O=[N+]([O-])c1ccc(OCCn2cnc3ccccc32)cc1
2: CNC[C@@H]1Oc2ccc(NC(=O)Nc3ccc(F)cc3)cc2C(=O)N([C@H](C)CO)C[C@@H]1C
3: CC(C)N(Cc1ccccc1)C(=O)COc1ccccc1
4: COc1cc(OC)c(OC)cc1/C=N/NC(=S)NCCN1CCOCC1
5: CCCC(=O)Nc1ccc2c(c1)OC[C@H](C)N(Cc1ccccc1)C[C@@H](C)[C@H](OC)CN(C)C2=O
6: C[C@H](NC(=O)[C@H]1N2C(=O)c3ccccc3C2SC1(C)C)C(=O)N1CCN(C)CC1 (some centres not stated)
7: C[C@H](NC(=O)C[C@H]1C[C@@H]2c3cc(NC(=O)Nc4ccc(C(F)(F)F)cc4)ccc3O[C@@H]2[C@@H](CO)O1)c1ccccc1
8: CCNCc1cc(OCC)c(OCC(=O)NCCc2ccccc2)cc1Cl
assay / entry,1,2,3,4,5,6,7,8
DENV2 CPE,-2,?,-1,·,-7,-1,-3,6
SIRT5 inh,0,2,3,·,1,-7,1,-2
CASP6 VEID inh,0,-2,1,1,-2,2,7,2
ERp5 inh,1,2,0,5,3,-3,0,1
CFTR F508del cor,-1.3,-1.2,-5.6,0.8,3.3,-1.4,-3.6,-5.8
ERAP1 HTS inh,4,0,-1,-3,2,-3,-2,-2
miR122 inh,·,1[16.7 µM],-6,·,3[16.7 µM],-3,-4[16.7 µM],·

9: N#C[C@H]1[C@H](c2ccc(-c3cccnc3)cc2)[C@@H](CO)N1C(=O)C1CCC1
10: COc1ccc(CNC(=O)C2CCCN(S(=O)(=O)N3CCC(C)CC3)C2)c(OC)c1 (configuration not stated)
11: Cc1cc(C)c(NC(=O)CNC(=O)COC(=O)Cc2cccs2)c(C)c1
12: Cc1cc(C)cc(NC(=S)N(CCN2CCCCC2)Cc2ccco2)c1
13: ClC(/C=N/n1cnnc1)=C/c1ccccc1
14: CN1CCN(C(=O)c2cnn(-c3ccccc3)c2NC(=O)c2ccccc2Cl)CC1
15: CS(=O)(=O)O/N=C1\CCCCC1c1ccc([N+](=O)[O-])cc1[N+](=O)[O-] (configuration not stated)
16: O=C(COC(=O)c1cc(S(=O)(=O)N2CCOCC2)ccc1Cl)NCc1ccccc1
assay / entry,9,10,11,12,13,14,15,16
DENV2 CPE,-3,18,-3,20,-2,0,2,5
SIRT5 inh,1,2,-4,-2,0,-3,0,·
CASP6 VEID inh,1,-1,8,-4,-6,-3,3,-1
ERp5 inh,8,0,-5,0,-6,3,2,2
CFTR F508del cor,-2.3,-0.2,-1.1,-3.1,·,-2.6,0.4,2.0
ERAP1 HTS inh,2,-2,-4,-4,3,-7,-2,0
miR122 inh,·,4,·,-4,5,-1,-5,-12

The closing three records of the part before come first, to join the parts.
14: CN1CCN(C(=O)c2cnn(-c3ccccc3)c2NC(=O)c2ccccc2Cl)CC1
15: CS(=O)(=O)O/N=C1\CCCCC1c1ccc([N+](=O)[O-])cc1[N+](=O)[O-] (configuration not stated)
16: O=C(COC(=O)c1cc(S(=O)(=O)N2CCOCC2)ccc1Cl)NCc1ccccc1
17: CSc1ncc(C(=O)Nc2cccc(C)c2C)c(C)n1
18: CC(/C=N/NC(=O)c1cc(-c2cccn2C)n[nH]1)=C\c1ccccc1
19: Cc1cc(C)c(OCC(=O)Nc2nc3ccccc3[nH]2)c(C)c1
20: Cc1ccc(S(=O)(=O)Nc2ccc3c(c2)C(=O)N([C@H](C)CO)C[C@H](C)[C@@H](CN(C)Cc2ccc(C(F)(F)F)cc2)OCCCC[C@@H](C)O3)cc1
21: O=c1[nH][nH]c(-c2ccccc2)c1-c1ccccc1
22: C[C@H]1CN([C@@H](C)CO)C(=O)c2cc(NC(=O)NC3CCCCC3)ccc2O[C@@H]1CN(C)Cc1ccc(-c2ccccc2)cc1
23: CCCN1[C@H](C(=O)N[C@@H](C)c2ccccc2)[C@@H](CO)[C@@H]2Cn3c(ccc(-c4cccc(F)c4)c3=O)[C@@H]21
24: O=C(Cc1cccc([N+](=O)[O-])c1)Nc1ccc(C(=O)N2CCCCC2)cc1
assay / entry,14,15,16,17,18,19,20,21,22,23,24
DENV2 CPE,0,2,5,13,6,4,-11,-9,?,2,81*
SIRT5 inh,-3,0,·,-4,-6,-10,2,0,5,-2,·
CASP6 VEID inh,-3,3,-1,-2,2,2,1,1,2,-2,0
ERp5 inh,3,2,2,-3,-2,-1,3,-6,-7,-8,3
CFTR F508del cor,-2.6,0.4,2.0,-0.6,2.0,-0.2,4.3,1.1,1.6,·,-1.1
ERAP1 HTS inh,-7,-2,0,3,-1,1,-3,-7,0,0,0
miR122 inh,-1,-5,-12,·,3,·,-7[16.7 µM],1,-7[16.7 µM],·,-3

25: Cc1[nH]nc(-c2ccc(O)c(C)c2O)c1-c1cnn(-c2ccccc2)c1
26: O=C(COC(=O)/C=C/c1ccc(OC(F)F)cc1)NC1CCCCC1
27: COc1ccc(C2SCCN2S(=O)(=O)c2ccccc2)cc1 (configuration not stated)
28: C[C@@H](NC(=O)[C@@H]1Cc2ccccc2CN1)C(=O)NC1CCCC1
29: COC(=O)c1sc2nc(C)c([N+](=O)[O-])c(C)c2c1N
30: c1ccc(-c2cn(C[C@H]3CC[C@H](Cn4cc(-c5ccccn5)nn4)O3)nn2)nc1
31: Cc1ccc2nc(C)c(C(=O)NN=C3CCCCCC3)n2c1
32: CCC(=O)N(C)C[C@@H]1Oc2ncc(-c3ccc(C)cc3)cc2C(=O)N([C@H](C)CO)C[C@@H]1C
assay / entry,25,26,27,28,29,30,31,32
DENV2 CPE,0,0,2,-4,-5,-5,19,-11
SIRT5 inh,-1,-7,4,0,-3,·,·,1
CASP6 VEID inh,4,-4,-3,1,-2,-1,3,1
ERp5 inh,3,-3,1,3,-1,8,2,-4
CFTR F508del cor,3.4,2.5,2.4,-1.6,-1.6,-0.8,0.1,-1.5
ERAP1 HTS inh,9,-1,-2,-1,4,-2,-4,3
miR122 inh,-1,-1,·,1,5,-5,·,19[16.7 µM]

33: Cc1ccc(S(=O)(=O)N(C)C[C@H]2Oc3c(NS(=O)(=O)c4cccs4)cccc3C(=O)N([C@H](C)CO)C[C@@H]2C)cc1
34: Cc1ccc(N2C(=O)CC(Sc3ncccn3)C2=O)cc1C (configuration not stated)
35: Fc1ccc2c(c1)c1n[nH]c(=S)nc1n2CCc1ccccc1
36: C/C(=N\NC(=O)c1ccc(Cl)cc1)c1cccs1
37: COCC(=O)Nc1ccc2c(c1)C(=O)N(C)C[C@@H](OC)[C@H](C)CN(Cc1cncnc1)[C@H](C)CO2
38: Cc1cc(Oc2ccc(OCC(N)=O)nn2)nc(Cl)n1
39: COCCCn1c(SCC(=O)Nc2oc(C)c3c(C)n[nH]c(=O)c23)nc2sc3c(c2c1=O)CCC3
40: CC(C)C[C@@H](CN1CCCC1CN1C(=S)NC[C@@H]1Cc1ccccc1)N1C[C@H](Cc2ccccc2)N(CCc2ccccc2)C1=S (some centres not stated)
assay / entry,33,34,35,36,37,38,39,40
DENV2 CPE,10,2,-1,·,-7,-2,5,11
SIRT5 inh,0,-4,-2,-1,0,-1,2,-3
CASP6 VEID inh,5,0,2,0,2,-7,2,2
ERp5 inh,6,1,-2,-5,-4,6,2,5
CFTR F508del cor,1.2,0.0,-0.9,-2.2,0.9,-5.1,3.2,-0.6
ERAP1 HTS inh,4,2,-1,1,1,-3,2,·
miR122 inh,15[16.7 µM],1,·,2,-1[16.7 µM],1,-6,·

41: Nc1ccc(Cl)c(S(=O)(=O)Nc2cccc(Cl)c2)c1
42: C=CCN1C(=O)c2ccc(C(=O)OCC(=O)N(C)C3CCCCC3)cc2C1=O
43: O=C(CC1CC1)N1CC(=O)N2[C@H](CO)[C@@H](c3ccc(C#Cc4ccccc4)cc3)[C@@H]2C1
44: N#C/C(=C\c1ccccc1)C(=O)Nc1ccccn1
45: CCN(CC)c1ccc(/C=N/NC(=O)c2ccccn2)cc1
46: COc1ccccc1N1CCN(CC(O)COc2ccc(C)c(C)c2)CC1 (configuration not stated)
47: COC(=O)c1c(NC(=O)C2C3CCC(C3)C2C(=O)O)sc2c1CCCCC2 (configuration not stated)
48: CCc1nc2ccc(C(=O)N3CCN(C(=O)c4ccco4)CC3)cn2c1N(C)C(=O)c1cccc(OC)c1
assay / entry,41,42,43,44,45,46,47,48
DENV2 CPE,-3,-3,3,9,9,19,9,7
SIRT5 inh,3,·,-1,-3,3,-2,1,·
CASP6 VEID inh,2,-3,-1,-1,1,2,7,-6
ERp5 inh,-6,1,-4,0,3,7,1,-1
CFTR F508del cor,3.6,5.5,2.4,-0.3,2.3,-2.1,-2.7,0.4
ERAP1 HTS inh,0,-2,-3,2,1,0,-6,8
miR122 inh,·,·,·,-11,26,·,-1,-6

49: CN(C)C(=O)c1cccc(-c2ccc3c(c2)[C@@H]2[C@@H](CCN2C(=O)C2CCC2)[C@H](CO)N3)c1
50: COc1ccc(-c2cc(C)no2)cc1S(=O)(=O)N(C)c1ccc(C)cc1
51: CN1C(=O)c2cc(NC(=O)Cc3ccccc3)ccc2OC[C@H]2O[C@@H](CC(=O)O)CC[C@H]21
52: Cn1c(=O)c(=O)n(C)c2cc(N3CCOCC3)c(NS(=O)(=O)c3ccc(F)c(Cl)c3)cc21
53: CC(C)CNc1oc(-c2ccccc2Cl)nc1C#N
assay / entry,49,50,51,52,53
DENV2 CPE,-5,-7,5,1,0
SIRT5 inh,0,0,-2,-7,-2
CASP6 VEID inh,2,2,-2,-1,1
ERp5 inh,-1,1,1,1,5
CFTR F508del cor,1.8,3.0,-0.3,-1.4,4.6
ERAP1 HTS inh,-10,0,-1,-2,-5
miR122 inh,·,48,-17[16.7 µM],·,·

Full records, looked up by structure:
`Nc1ccc(Cl)c(S(=O)(=O)Nc2cccc(Cl)c2)c1` across the screens: DENV2 CPE = -3; SIRT5 inh = 3; CASP6 VEID inh = 2; ERp5 inh = -6; CFTR F508del cor = 3.6; ERAP1 HTS inh = 0; miR122 inh = ·
`Cc1ccc2nc(C)c(C(=O)NN=C3CCCCCC3)n2c1` across the screens: DENV2 CPE = 19; SIRT5 inh = ·; CASP6 VEID inh = 3; ERp5 inh = 2; CFTR F508del cor = 0.1; ERAP1 HTS inh = -4; miR122 inh = ·

High-throughput results as filed in PubChem BioAssay.
